PTEN del growth: growth suppressors of cells with PTEN tumor suppressor deletion; HCT116 PTEN-null viability, CellTiter-Glo, 60 h; hits give low values; viability, % at 10 µM; 140,000 compounds, 1.2% hits;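 active = viability at or below a set limit, 4 SD under the median of all tested compounds, cut at about 3.7% in these data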;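 note: PTEN knockout HCT116 line with beta catenin targeted HCT116 as companion control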
NPY Y2 blocker: antagonists of human neuropeptide Y receptor Y2; P49146; NPY-Y2 expressing cells, antagonist mode; inhibition, % at 2.7 µM; 140,000 compounds, 0.99% hits; AID 793; in the data active = inhibition above about 17%;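 note: 0% = vehicle with agonist challenge and 100% = reference antagonist with challenge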
Target sequence (P49146 whole entry, looked up): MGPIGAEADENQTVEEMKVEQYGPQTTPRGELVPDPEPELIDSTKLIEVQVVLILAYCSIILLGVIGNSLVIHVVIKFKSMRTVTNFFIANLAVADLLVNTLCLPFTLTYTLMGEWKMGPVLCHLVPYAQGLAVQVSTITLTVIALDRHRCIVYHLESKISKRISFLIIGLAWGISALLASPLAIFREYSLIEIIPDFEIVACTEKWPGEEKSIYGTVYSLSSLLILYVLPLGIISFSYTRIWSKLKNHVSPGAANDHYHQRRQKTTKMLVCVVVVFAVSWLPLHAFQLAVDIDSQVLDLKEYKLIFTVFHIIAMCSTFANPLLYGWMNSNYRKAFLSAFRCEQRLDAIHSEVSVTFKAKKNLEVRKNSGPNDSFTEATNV
GALR2 antag: GALR2 (human) receptor antagonism; O43603; inhibition, % at 4 µM; 140,000 compounds, 0.39% hits; AID 828; GALR2-expressing cells, antagonist mode; in the data active = inhibition above about 27%;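 note: cells stimulated with galanin 1-16 at roughly its EC80; 0% = agonist challenge control and 100% = basal control without agonist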
Target sequence (O43603 whole entry, looked up): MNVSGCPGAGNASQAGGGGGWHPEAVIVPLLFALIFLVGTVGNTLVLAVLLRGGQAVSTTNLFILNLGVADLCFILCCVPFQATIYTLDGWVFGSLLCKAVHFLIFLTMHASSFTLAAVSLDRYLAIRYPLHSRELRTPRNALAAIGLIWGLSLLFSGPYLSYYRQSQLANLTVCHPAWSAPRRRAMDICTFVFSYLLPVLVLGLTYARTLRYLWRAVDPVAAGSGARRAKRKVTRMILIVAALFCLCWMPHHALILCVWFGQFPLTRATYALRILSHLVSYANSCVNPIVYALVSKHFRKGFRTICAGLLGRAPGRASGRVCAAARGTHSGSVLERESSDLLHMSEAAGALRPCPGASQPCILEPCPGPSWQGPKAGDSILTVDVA
Phagocytosis inh: blocks phagocytosis by macrophages; 110,000 compounds, 0.07% hits; J774A.1 macrophage IgG-bead phagocytosis, imaging; AID 1029; inhibition, % at 5 µM;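 active = inhibition above the mean of the plate negative controls plus 5 SD, cut at about 13% in these data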;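 note: phagocytic index as fraction of beads internalized from green versus red external bead signal; plate controls were DMSO negative control for no effect and cytochalasin-D positive control for full effect; some results beyond the cut were filed as inactive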
HCT116 bCat-KO: beta-catenin-lacking colon tumor cell growth suppression; HCT116 beta-catenin knockout viability, CellTiter-Glo, 60 h; hits give low values; viability, % at 10 µM; 140,000 compounds, 1.5% hits; AID 818;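 active = viability at or under a set limit, the compound median less 4 SD, cut at about 6% in these data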;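 note: 0% = Hyamine 1622 control at 20 µM and 100% = untreated cell control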
E-sel TNF inh: TNF alpha driven E-selectin expression inhibition; HUVEC TNFa-induced E-selectin immunofluorescence, high content; AID 1246; inhibition, % at 2 µM; 120,000 compounds, 0.71% hits;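 active = inhibition above the batch mean plus 3 SD, and confirmed as a hit on visual image review, cut at about 43% in these data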;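 note: 0% = TNF-stimulated DMSO wells and 100% = unstimulated control wells; not every result past the cut was called active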
Yeast growth inh: yeast BB579 growth reduction in restrictive medium | S. cerevisiae BB579 growth, OD615, 48 h | inhibition, % at 10 µM | 140,000 compounds, 0.51% hits;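 active = inhibition above a set limit, 3 SD over the mean compound inhibition, cut at about 44% in these data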; note: inactives centre near -24
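controls = amphotericin B 10 µg/mL, positive | assay system = DeaD yeast strain BB579 | schedule = 48 h compound exposure at 30 °C after 4 h preincubation | detection = OD615 turbidity measurement | medium = restrictive CSMM-D medium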
Measles CPE: protection of cells from measles virus; Measles virus-infected cells, CPE protection, absorbance; protection (pct of control), % at 4 µM; 140,000 compounds, 1.5% hits; AID 841; in the data active = protection mostly above about 24%, no sharp cut-off; inactive = mostly below about 26%; note: some compounds called inactive have numbers as strong as hits
MRP1 act: activators of MRP-1; H69AR cells + doxorubicin, viability rescue, CellTiter-Glo; viability increase, % at 10 µM; 140,000 compounds, 0.61% hits; AID 799;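 active = viability gain under doxorubicin at or above a set limit, the compound median plus 3 SD, cut at about 4.7% in these data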;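 note: MRP-1 overexpressing cells given doxorubicin 25 µM after compound pretreatment; 18-22 h compound pretreatment then 72 h with doxorubicin before readout; 0% = doxorubicin-only wells and 100% = vehicle-treated cells without doxorubicin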
Yeast life ext: yeast lifespan extension | S. cerevisiae growth with nicotinamide, OD615; deaD strain in restrictive glucose medium | inhibition of the nicotinamide effect, % at 10 µM | 130,000 compounds, 0.68% hits;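 active = inhibition above a set limit, placed 3 SD over the median of all compounds, cut at about 26% in these data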;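 note: 0% = nicotinamide-treated wells and 100% = cells grown without nicotinamide; some compounds called inactive have numbers as strong as hits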
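Test system: DeaD-strain S. cerevisiae / Buffer or medium: restrictive glucose medium / Also added: nicotinamide 1.5 mM / Doses: one concentration, 10 µM, DMSO 0.25% / Schedule: 48 h at 30 °C / Signal: OD615 measurement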
* = called active by the depositor; . = no result given.

Under each structure: Yeast growth inh	HCT116 bCat-KO	GALR2 antag	Yeast life ext	NPY Y2 blocker	PTEN del growth	E-sel TNF inh	MRP1 act	Measles CPE	Phagocytosis inh
> CSCc1ccc(C(=O)NCc2ccc(F)cc2)cc1
    -23	95	8	-4	3	103	.	0.2	7	-2
> O=C(Nc1nc2ccccc2s1)C1CCCO1 (configuration not stated)
    -32	96	-1	-13	-1	94	-23	-1.0	20	0
> CC(C)C(NC(=O)c1cccs1)C(=O)NC1=NCCS1 (configuration not stated)
    -63	101	-9	-1	1	103	-24	-1.1	24	.
> O=C(CSc1nnc2ccccn12)Nc1nsc(-c2ccccc2)n1
    -18	98	3	1	3	101	.	-0.5	27*	-9
> COc1ccc(C2C(=O)c3ccccc3C2=O)c(OC)c1
    -16	81	2	3	6	74	.	-1.8	3	-2
> CC1(C)Cc2cccc(OCC(=O)NC3CC3)c2O1
    -14	98	-1	-8	4	90	4	0.1	5	-2
> Cc1nn(-c2ccccc2)c(Cl)c1/C=C(\CC(=O)O)c1nc2ccccc2s1
    -33	85	-2	28	15	85	42	-0.4	6	.
> CCCCc1cc(=O)oc2cc(C)cc(OCC(=O)O)c12
    -64	101	9	0	5	115	.	0.6	2	-1
> NC(N)=NS(=O)(=O)c1ccc(NC(=S)NC(=O)c2sc3ccccc3c2Cl)cc1
    -21	81	3	-4	1	93	-1	-3.3	9	.
> COc1ccc(C(=O)Oc2cc(OC)cc(OC)c2C(C)=O)cc1
    -10	82	4	-2	1	93	11	-1.1	18	.
> Cc1ccc(-n2c(=O)cc(N3CCc4ccccc4C3)[nH]c2=O)cc1
    -22	92	3	.	0	95	16	-3.4	7	.
> O=C(Cn1c(=O)n(Cc2ccco2)c(=O)c2c3c(sc21)CCCC3)Nc1ccccc1
    -75	84	-1	-2	5	76	-12	2.9	18	.
> CC(NC(=O)Cc1cccs1)c1ccncc1 (configuration not stated)
    -25	96	-2	-8	1	92	-26	-1.1	4	4
> O=C(/C=C/c1ccc([N+](=O)[O-])cc1)N1CCN(c2ccccc2F)CC1
    -51	90	4	5	5	86	.	35*	19	-2
> COC(=O)c1ccccc1NC(=O)C1CC(=O)N(c2ccc(C)cc2)C1 (configuration not stated)
    11	66	-9	-12	0	58	48	-4.2	17	1
> COc1ccc(CN(C(C)=O)c2cccc(C)c2C)cc1
    -38	35	11	-4	5	37	8	-4.5	7	5
> N#C/C(=C\c1ccc(N2CCOCC2)cc1)c1ccccc1
    -31	67	1	-3	-1	66	.	-1.8	8	0
> Nc1nc(-c2ccc(Cl)cc2)c(N=Nc2ccc(S(=O)(=O)N3CCOCC3)cc2)s1
    -8	19	6	5	-6	3.7*	-2	-5.4	6	-6
> Cc1nc(C)c(C(=O)NNS(=O)(=O)c2ccc3ccccc3c2)s1
    -40	80	4	1	3	84	.	-0.4	31	-9
> CC1CCCC(C)N1C(=O)c1ccccc1Nc1ccc(SC(F)F)cc1 (configuration not stated)
    -35	72	-4	-19	-2	61	-36	-3.6	11	.
> COc1cc(S(=O)(=O)N2CCN=C2c2ccccc2)ccc1F
    -46	36	2	-6	1	27	18	-1.1	3	-1
> COC(=O)CSc1nc(N2CCOCC2)c2c(c1C#N)CC(C)(C)N(C)C2
    -25	110	-6	-15	0	102	-13	-2.0	32	1
> CCC(C)N=CC1=C(O)CC(c2ccccc2)CC1=O (configuration not stated)
    13	83	6	-9	3	85	-61	2.8	17	-1
> CC1CCN(c2oc(-c3cccc4ccccc34)nc2C#N)CC1
    -35	98	-4	1	0	95	-5	0.2	27	.
> CN(C)c1ccc(-c2nnn(Cc3ccccc3Br)n2)cc1
    -10	96	-4	-8	3	96	6	-0.1	9	0
> O=C(Nn1c(O)c(C=C2N=c3ccccc3=N2)sc1=S)c1ccccc1
    -36	103	10	-11	-2	110	16	-0.1	20	-1
> Cc1cccc(N2CCN(C(=O)c3cccc(N4C(=O)C5CC=CC(C)C5C4=O)c3)CC2)c1C (configuration not stated)
    -49	67	10	-15	5	62	2	-0.6	9	-2
> COC(=O)COc1cccc(NC(=O)COc2ccccc2)c1
    6	97	4	-17	2	105	-2	0.6	19	0
> Cc1nn(C)cc1/C=C/C(=O)c1ccccc1
    -15	23	-1	-15	1	23	-20	-2.8	16	.
> Cc1nc2c([nH]c3ccc(Br)cc32)s1
    -48	94	-2	-22	2	103	21	2.6	7	-1
> CCOC(=O)Nc1nc(-c2ccccc2)c(C(=O)c2ccccc2)s1
    -67	17	3	-7	16	15	-8	-1.6	1	2
> O=C(CSc1nc2ccccc2o1)N1c2ccccc2Sc2ccc(Cl)cc21
    -46	71	-1	-8	6	68	-17	2.8	10	.
> Cc1nc2[nH]c(=S)[nH]c2cc1Br
    3	94	-9	-15	1	81	19	-3.8	16	-3
> O=C(O)C1C2C=CC(C2)C1C(=O)N1CCN(CCO)CC1 (configuration not stated)
    -12	98	-1	-4	0	103	.	1.8	11	-5
> Cc1ccc2c(c1)NC(=O)C(CC(=O)NCCCN1CCCCC1)O2 (configuration not stated)
    -2	97	-6	-12	1	99	.	-1.6	14	0
> c1ccc2[nH]c(SCCN3CCOCC3)nc2c1
    -20	103	2	-5	3	109	-12	-0.1	19	-1
> COc1ccc(-n2c(C)nc3c(cnn3-c3ccc(C)c(C)c3)c2=O)cc1
    -7	72	3	-8	2	75	.	1.7	18	-1
> O=C(Nc1ccc2c(c1)CCC2)c1ccc(F)cc1
    -26	80	0	-8	2	79	4	1.6	13	-7
> CON1C(=O)CN(C(C)=O)C1c1ccc(Cl)cc1Cl (configuration not stated)
    -17	104	-1	-9	3	96	-6	0.7	29	.
> COC(=O)c1sccc1-n1cccc1C(=O)C(=O)N1CCCCC1
    -71	101	-9	-2	1	104	.	0.3	9	1
> c1ccc2[nH]c(CN3CCCCCC3)nc2c1
    -26	96	12	-17	-1	92	-6	-3.7	4	-1
> COc1cc(/C=C2/SC(=O)N(Cc3ccccc3)C2=O)ccc1OCc1ccncc1
    -39	72	-10	-20	1	79	-14	-2.5	1	.
> O=C(NC(=O)c1cccc(OC(F)(F)C(F)F)c1)OC1CCS(=O)(=O)C1 (configuration not stated)
    12	92	-120	-8	1	85	54*	-0.3	44	1
> Cc1ccc(C(=O)NCC2(c3ccccc3)CCCC2)cc1
    -23	81	0	2	-1	83	-1	-1.5	4	.
> CCC(=O)N(Cc1cc2cc(OC)ccc2[nH]c1=O)c1cccc(C)c1
    5	105	17	-9	0	100	-23	-1.0	11	-1
> COc1cc(C2NCCC(=O)C2(C)C)cc(OC)c1OC (configuration not stated)
    -20	104	9	1	-1	99	.	-0.7	3	-4
> O=C(Nc1cccc2ccccc12)c1nn(C23CC4CC(CC(C4)C2)C3)cc1[N+](=O)[O-]
    -24	65	-12	0	1	55	-21	-4.6	4	-1
> CCOC(=O)c1cccc(N2C(=O)C3C(C2=O)C2C=CC3C23CC3)c1 (configuration not stated)
    -69	91	-2	5	2	99	12	0.1	29	-1
> COc1ccc(S(=O)(=O)Nc2ccc(F)c(Cl)c2)cc1OC
    1	90	10	-7	1	108	-7	-1.9	26	0
> CN(C)C(=O)CSc1nnc(CCCCCNC(=O)OC(C)(C)C)o1
    -40	94	2	-11	-3	89	0	-2.5	7	-1

Carrying on.
Under each structure: Yeast growth inh	HCT116 bCat-KO	GALR2 antag	Yeast life ext	NPY Y2 blocker	PTEN del growth	E-sel TNF inh	MRP1 act	Measles CPE	Phagocytosis inh
> CCCCn1nnc(NC(=S)NC(=O)c2ccc(-c3cccc(Cl)c3Cl)o2)n1
    -14	93	-11	8	11	85	-4	1.1	14	-14
> CCN1CCN(C(C(=O)NC2CCCC2)c2ccc(Cl)cc2)CC1 (configuration not stated)
    -17	92	.	0	.	96	.	-4.8	12	1
> COC(=O)[C@H](CCSC)NC(=O)NCCC1=CCCCC1
    -24	101	6	-1	-3	90	-28	-2.5	6	0
> Cc1cc(C)c(C)c(OCC(=O)NCC2CCCO2)c1 (configuration not stated)
    -3	101	5	-11	0	100	-2	-1.8	26	-1
> O=C(C(Cc1ccc(Cl)cc1)NS(=O)(=O)c1ccccc1)N1CC[C@@]2(O)CCCC[C@H]2C1 (some centres not stated)
    -12	69	13	-26	-1	65	-16	-2.9	4	.
> O=C(COc1ccccc1Cl)c1ccc2c(c1)CCCC2
    -39	73	-4	-16	5	71	-24	3.1	32	.
> CC1CCCN(C(=O)c2ccncc2)C1 (configuration not stated)
    -53	92	7	2	1	106	1	-0.4	3	0
> Cc1cc(NC(=O)CSc2nnc(C3COc4ccccc4O3)o2)no1 (configuration not stated)
    -27	94	-10	-3	0	89	.	-1.4	32	0
> Nc1nc(Nc2ccc(Cl)cc2)nc2ccccc12
    -22	17	18	-14	-1	22	29	-4.0	2	0
> COc1ccc(/C(O)=C2/C(=O)C(=O)N(CCCC(=O)O)C2c2ccc(OC)cc2)cc1 (configuration not stated)
    -32	88	-1	-23	-1	85	-1	-1.8	7	1
> CCC(=O)NC(C)C(c1cccs1)N1CCN(c2ccccc2)CC1 (configuration not stated)
    -5	100	1	.	1	91	-8	-1.9	8	.
